Source: PubChem (Sanford-Burnham Center for Chemical Genomics)
Gli-Sufu antag = Gli-Sufu pathway antagonism; 0.74% of 340,000 active; inhibition, % at 5 µM; Sufu-KO-LIGHT fibroblasts, Gli luciferase reporter luminescence; AID 588413;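 active = inhibition above about 55%, limit read from the data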;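 note: 0% = DMSO-treated cells and 100% = wells with medium but no cells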
UPR CHOP act = activators of apoptotic arm of unfolded protein response (CHOP); CHO-CHOP luciferase reporter, UPR activation, luminescence; percent of tunicamycin response over DMSO baseline; activation, % at 10 µM; 0.34% of 330,000 active;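 active = at 10 µM dose, activation of 40% or more, normalized to positive control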;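 note: 100% = tunicamycin at 10 µg/mL and 0% = DMSO alone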
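Assay system: CHO-CHOP cells, stable luciferase reporter of PERK-eIF2a-CHOP signalling / Buffer or medium: F12 plus 10% serum / Compound dosing: one dose, 10 µM in 0.5% DMSO / Times: 6 h compound treatment, 37 °C / Technique: luciferase luminescence / Read-out: % reporter activation, DMSO baseline versus tunicamycin full activation / Benchmarks: tunicamycin and DMSO controls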
UPR XBP1 act = adaptive UPR (XBP1) activation; CHO-XBP1 luciferase reporter, IRE1-XBP1 UPR activation, luminescence; percent of tunicamycin response, DMSO as zero; activation, % at 20 µM; 0.33% of 330,000 active; AID 463104;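 active = versus positive control, 20 µM dose yields 30% or more activation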;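 note: 100% = tunicamycin at 10 µg/mL and 0% = DMSO only wells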
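Material: CHO cell line with stable XBP1 luciferase reporter; buffer or medium: F12 medium containing 10% fetal bovine serum; compound: single point, 20 µM final compound, 1% DMSO; incubation: 6 h treatment, 37 °C; measured by: glow luminescence from Steady-Glo reagent; evaluation: activation, % of tunicamycin; control set: tunicamycin high, DMSO low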
Jurkat NFkB inh = inhibitors of the PMA/ionomycin-induced NF-kB reporter in Jurkat cells. PMA/ionomycin-induced NF-kB luciferase reporter, luminescence. inhibition, % at 4 µM. 0.53% of 330,000 active. AID 435003; in the data active = inhibition above about 50%
Mdm2 MdmX PPI = disrupts the human Mdm2-MdmX interaction; O15151+Q00987; SaOS-2 split-luciferase Mdm2/MdmX complementation, luminescence; inhibition, % at 8 µM; 3% of 330,000 active;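 active = inhibition of at least 50% at 8 µM in the primary screen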
Target sequence (O15151 whole entry, looked up): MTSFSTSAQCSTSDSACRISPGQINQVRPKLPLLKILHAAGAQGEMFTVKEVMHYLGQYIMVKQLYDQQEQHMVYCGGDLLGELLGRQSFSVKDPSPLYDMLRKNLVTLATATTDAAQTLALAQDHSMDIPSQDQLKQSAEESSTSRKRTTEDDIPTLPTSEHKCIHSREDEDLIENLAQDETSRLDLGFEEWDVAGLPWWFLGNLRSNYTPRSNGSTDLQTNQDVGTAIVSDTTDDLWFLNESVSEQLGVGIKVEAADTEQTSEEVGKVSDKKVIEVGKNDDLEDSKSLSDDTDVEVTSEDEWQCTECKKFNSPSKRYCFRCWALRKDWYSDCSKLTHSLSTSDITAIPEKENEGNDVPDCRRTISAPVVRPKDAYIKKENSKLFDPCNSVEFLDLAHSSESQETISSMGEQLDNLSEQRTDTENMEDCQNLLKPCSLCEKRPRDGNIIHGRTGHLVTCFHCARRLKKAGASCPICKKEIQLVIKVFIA
Target sequence (Q00987 whole entry, looked up): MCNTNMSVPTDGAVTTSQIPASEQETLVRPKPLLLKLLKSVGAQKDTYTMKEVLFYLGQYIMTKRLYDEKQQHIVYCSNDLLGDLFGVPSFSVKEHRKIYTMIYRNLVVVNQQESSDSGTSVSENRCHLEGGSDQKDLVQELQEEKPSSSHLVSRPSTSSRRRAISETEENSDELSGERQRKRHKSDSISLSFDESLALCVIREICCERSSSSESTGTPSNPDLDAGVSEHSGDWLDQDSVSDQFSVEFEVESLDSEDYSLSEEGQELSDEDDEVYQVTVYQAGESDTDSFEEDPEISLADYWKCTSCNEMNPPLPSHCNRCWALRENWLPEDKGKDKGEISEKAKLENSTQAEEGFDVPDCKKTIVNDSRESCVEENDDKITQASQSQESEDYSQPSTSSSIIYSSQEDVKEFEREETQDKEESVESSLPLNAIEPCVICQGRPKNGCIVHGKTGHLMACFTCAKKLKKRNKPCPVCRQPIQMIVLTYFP
EBI2 antag = antagonists of human EBI2 receptor. AID 651636. P32249. EBI2 beta-arrestin recruitment, luminescence, 7a,25-OHC stimulated. inhibition, % at 5 µM. 0.81% of 360,000 active; in the data active = inhibition above about 38%;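 note: enzyme fragment complementation signal reports receptor beta-arrestin coupling in cells; 0% = agonist plus DMSO wells and 100% = wells without agonist; some results beyond the cut were filed as inactive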
697 NFkB inh = lowers PMA/ionomycin-induced NF-kB signal in 697 B cells; 697 B-cell NF-kB luciferase reporter, 16 h; inhibition, % at 4 µM; 0.33% of 330,000 active; in the data active = inhibition above about 35%
CCR6 antagonist = CCR6 (human) receptor antagonism. CHO-K1 CCR6 PathHunter beta-arrestin, luminescence, CCL20-stimulated. inhibition, % at 20 µM. 0.49% of 340,000 active;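 active = compounds whose inhibition of the agonist-driven luminescence signal at 20 µM reaches about 50%, limit read from the data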;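 note: cells stimulated with CCL20 at 14 nM final; plate controls were DMSO with CCL20 for no effect and DMSO without agonist for full effect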
CXCR6 inh = CXCR6 (human) receptor inhibition | inhibition, % at 20 µM | 0.36% of 360,000 active | CHO-K1 PathHunter CXCR6 beta-arrestin, luminescence | AID 602244; in the data active = inhibition above about 34%, passing the limit was not always enough;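 note: antagonist mode with CXCL16 agonist at 10 nM final; 0% = 10 nM CXCL16 with DMSO and 100% = unstimulated wells without agonist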
* hit, by the source's call; . = no result given. An unsorted share of the library; 5% or so of the library scored in one or more.

Compound	697 NFkB inh	CXCR6 inh	CCR6 antagonist	UPR XBP1 act	Jurkat NFkB inh	UPR CHOP act	Gli-Sufu antag	Mdm2 MdmX PPI	EBI2 antag
C#CCOCCOCCOCCNc1nc(N2CCN(C(=O)[C@H](CC(N)=O)n3cc([C@@H](N)C(C)C)nn3)CC2)nc(N2CCN(C(=O)[C@H](CC(N)=O)n3cc([C@@H](N)C(C)C)nn3)CC2)n1	-1	-7	10	-1	-2	0.6	-4	9	1
Cn1c(N)c(C(=O)COC(=O)C2CCC(C(C)(C)C)CC2)c(=O)n(C)c1=O (stereo unspecified)	-14	-11	-35	-3	-8	-1.6	5	32	4
O=C(COc1ccc([N+](=O)[O-])cc1)Nc1ccc(S(=O)(=O)N2CCOCC2)cc1	14	8	16	-6	3	0.3	9	3	0
COc1ccccc1CCN1CCCC(CN(C)C(=O)CCC(N)=O)C1 (stereo unspecified)	-1	3	3	-1	-20	-0.7	0	6	-4
Cn1c(SCC(=O)N2CCOCC2)nnc1-c1ccccc1	-15	8	2	-2	-22	0.7	1	-4	-5
CN1CCN(CCCNC(=O)c2ccc(Cn3c(=S)[nH]c4ccc(Br)cc4c3=O)cc2)CC1	-5	2	5	0	-8	-0.7	6	-30	-11
O=C1c2ccccc2C(=O)N1CCc1c[nH]c2ccc(O)cc12	8	3	14	3	13	4.8	12	7	-1
Cc1ccc(NC(=O)N2CCCC(C(=O)O)C2)cc1 (stereo unspecified)	18	8	1	-1	2	3.7	2	-26	-16
O=C(c1ccccc1)c1ccc2nc(Nc3ccccc3)c3nncn3c2c1	-17	6	16	17	8	2.7	12	5	0
CCOc1ccc(OCCOC(=O)CNC(=O)c2ccc(Cl)cc2Cl)cc1	5	6	7	-1	-9	-1.7	-14	12	7
O=C(c1ccco1)N1CCN(CCCCOc2ccc(F)cc2)CC1	-32	7	3	-1	-4	-2.1	13	3	6
Cc1cnc2cc([N+](=O)[O-])ccc2n1	-6	-1	-13	0	1	1.0	-7	10	6
Cc1cc(-c2ccccc2)nc(-c2ccccc2)c1C	6	-8	24	-1	4	1.6	28	7	-2
Nc1nc(SCC(=O)N2N=C3/C(=C\c4ccco4)CCCC3C2c2ccco2)n[nH]1 (stereo unspecified)	.	-4	7	.	.	.	-8	.	-7
COc1ccc(-c2csc(NC(=O)CN3C(=O)CCC3=O)n2)c(OC)c1	11	-1	2	0	-2	0.5	-4	-8	2
CCN1CCN(c2ccc(S(=O)(=O)N3CCOCC3)cc2NC(=O)CCOc2ccccc2)CC1	24	4	3	-5	-5	1.0	33	14	-12
Cc1cc(OCC(=O)N(C)c2c(N)n(Cc3ccccc3)c(=O)[nH]c2=O)c(C(C)C)cc1Cl	-2	-6	-4	1	1	-0.5	6	26	5
COc1ccc(CC(=O)NCCS(=O)(=O)N2CCN(c3ccc(F)cc3)CC2)cc1OC	-10	5	4	-6	2	1.9	-10	25	-6
CCOc1ccc(-c2cc(CCCC(=O)NCCCOC)no2)cc1	53*	-2	-4	-5	-2	-4.0	10	-8	4
Cc1ccc(C)c(C(C)NC(=O)C2CCCO2)c1 (stereo unspecified)	14	-1	6	-7	4	0.8	5	10	-5
CC(=O)NC(CC(=O)NC(C)c1ccc(Cl)cc1Cl)c1ccccc1 (stereo unspecified)	3	3	14	-2	-1	-1.0	-1	12	-5
CCOC(=O)N1CCN(C(=O)CNS(=O)(=O)c2cccs2)CC1	8	2	-3	4	1	1.5	3	11	-5
Cc1ccc(CN(CC(=O)NC(C)(C)C)C(=O)CNC(=O)c2cccs2)cc1	24	-4	18	-2	24	-0.6	0	14	-6
Cc1ccc(CC(=O)Nc2cc(C)ccn2)cc1	14	4	19	6	10	5.9	-8	1	8
Cc1snc(S(=O)(=O)/C(C#N)=N\Nc2ccccc2)c1C#N	-2	0	17	-1	-7	0.7	-19	9	-6
CN1C/C(=N\S(=O)(=O)c2ccccc2)N(C)C1=O	8	-25	4	-2	0	-0.9	-2	10	-4
CCc1ccc(C2C(C(=O)O)c3ccccc3C(=O)N2C)cc1 (stereo unspecified)	2	1	6	-4	0	1.6	-5	15	-7
Cc1nc(NC(C)C(=O)O)c2nc(C)oc2n1 (stereo unspecified)	29	5	1	-2	0	-0.4	4	16	8
O=C(CCCn1nnnc1CN1CCOCC1)N1CCC(c2ccc(F)cc2)C1 (stereo unspecified)	-28	2	4	-7	-9	0.1	97*	-3	-10
CCOC(=O)C1=C(O)C(=O)N(c2ccc(S(N)(=O)=O)cc2)C1c1ccc(Br)cc1 (stereo unspecified)	30	-1	6	-3	4	-1.0	-22	42	-3
CC(=O)c1ccc(NC(=O)Nc2ccc(S(=O)(=O)N3CCCC3)cc2)cc1	10	-7	6	-1	-19	1.8	3	6	0
O=S(=O)(NC1CCCCC1N1CCN(c2ccccc2F)CC1)c1ccc(Cl)cc1 (stereo unspecified)	-17	8	13	-2	4	0.6	16	17	-11
COc1ccccc1Nc1ncnc2ccccc12	-7	-13	-4	-4	-6	1.8	1	10	-29
COC(=O)C1=C(C(=O)OC)[C@@H]2N(C)c3ccc(OC)cc3[C@@]23C[C@@H](C(=O)OC)N(C(=O)C2CCC2)C3=N1	11	.	-8	0	7	-2.2	-8	21	.
CC[C@]12c3[nH]c4ccccc4c3CCN1C(=O)C(CC(=O)NCCCOC)C[C@@H]2C(=O)N1CCN(C(=O)C2CC2)CC1 (stereo partly specified)	-11	0	-10	-3	8	-0.6	-6	6	-5
Cc1c(Cl)ccc(S(=O)(=O)Nc2cccnc2)c1Cl	11	-1	-6	3	-12	-1.0	10	9	-12
Cc1cc(C)cc(N(CC(=O)Nc2cccc(C)c2C)S(=O)(=O)c2c(C)[nH]c(=O)[nH]c2=O)c1	-2	10	3	-1	-14	1.9	12	28	-2
CC(NC(=O)CSC(=S)N(C)C)C12CC3CC(CC(C3)C1)C2 (stereo unspecified)	.	8	5	.	.	.	-7	.	5
NS(=O)(=O)c1ccc(NS(=O)(=O)c2ccc(NC(=O)c3ccc(-c4ccccc4)cc3)cc2)cc1	3	-5	27	-1	7	1.1	-11	38	3
CC(C)Sc1nc(O)c(Cc2ccccc2)c(=O)[nH]1	-5	-2	-1	1	-5	-2.8	-11	-6	-2
CCC(=O)Nc1cccc(-c2ccc(N3CCC(C)CC3)nn2)c1	-258	-13	5	-6	-71	-2.5	-25	-53	-7
C=CCn1c(CNS(=O)(=O)c2ccc(F)cc2)n[nH]c1=S	-8	-1	-17	-4	-27	0.7	-3	9	-4
CC(=O)c1cccc(NC(=O)CCS(=O)(=O)c2cccc3nsnc23)c1	-2	1	22	-1	-11	-0.9	2	18	-6
O=C(Cn1c(=O)oc2ccccc21)Nc1ccc(Br)cc1	2	-6	6	2	-15	-1.7	6	20	-4
O=c1[nH]c2ccccc2nc1-c1ccc(Cl)cc1	-77	2	-17	2	-62	6.6	-57	-50	3
O=C(CCc1nnc(C2CCCCC2)o1)N1CCN(C2CCCCC2)CC1	19	5	2	2	-1	0.4	12	10	4
CCOCCCNC(=S)N1CCN(CC)CC1	-4	-5	-13	0	0	0.1	3	-4	-5
C=CCSc1nnc(-c2cc(C(C)(C)C)nn2Cc2ccc(F)cc2)n1C	10	2	14	-5	-8	0.4	1	-1	1
O=C(CCSCCC(=O)NN=Cc1ccccc1O)NN=Cc1ccccc1O	.	-4	4	.	.	.	5	.	-4
Nn1nnc2ccccc21	-9	3	5	-3	-14	0.2	-8	30	-3

As a working copy, some entries already given:
Compound	697 NFkB inh	CXCR6 inh	CCR6 antagonist	UPR XBP1 act	Jurkat NFkB inh	UPR CHOP act	Gli-Sufu antag	Mdm2 MdmX PPI	EBI2 antag
Cc1cc(C)cc(N(CC(=O)Nc2cccc(C)c2C)S(=O)(=O)c2c(C)[nH]c(=O)[nH]c2=O)c1	-2	10	3	-1	-14	1.9	12	28	-2
CC(NC(=O)CSC(=S)N(C)C)C12CC3CC(CC(C3)C1)C2 (stereo unspecified)	.	8	5	.	.	.	-7	.	5

Grouped by structure, the compounds so far with an NH in an aromatic ring.
Compound	697 NFkB inh	CXCR6 inh	CCR6 antagonist	UPR XBP1 act	Jurkat NFkB inh	UPR CHOP act	Gli-Sufu antag	Mdm2 MdmX PPI	EBI2 antag
CN1CCN(CCCNC(=O)c2ccc(Cn3c(=S)[nH]c4ccc(Br)cc4c3=O)cc2)CC1	-5	2	5	0	-8	-0.7	6	-30	-11
O=C1c2ccccc2C(=O)N1CCc1c[nH]c2ccc(O)cc12	8	3	14	3	13	4.8	12	7	-1
Nc1nc(SCC(=O)N2N=C3/C(=C\c4ccco4)CCCC3C2c2ccco2)n[nH]1 (stereo unspecified)	.	-4	7	.	.	.	-8	.	-7
Cc1cc(OCC(=O)N(C)c2c(N)n(Cc3ccccc3)c(=O)[nH]c2=O)c(C(C)C)cc1Cl	-2	-6	-4	1	1	-0.5	6	26	5
CC[C@]12c3[nH]c4ccccc4c3CCN1C(=O)C(CC(=O)NCCCOC)C[C@@H]2C(=O)N1CCN(C(=O)C2CC2)CC1 (stereo partly specified)	-11	0	-10	-3	8	-0.6	-6	6	-5
Cc1cc(C)cc(N(CC(=O)Nc2cccc(C)c2C)S(=O)(=O)c2c(C)[nH]c(=O)[nH]c2=O)c1	-2	10	3	-1	-14	1.9	12	28	-2
CC(C)Sc1nc(O)c(Cc2ccccc2)c(=O)[nH]1	-5	-2	-1	1	-5	-2.8	-11	-6	-2
C=CCn1c(CNS(=O)(=O)c2ccc(F)cc2)n[nH]c1=S	-8	-1	-17	-4	-27	0.7	-3	9	-4
O=c1[nH]c2ccccc2nc1-c1ccc(Cl)cc1	-77	2	-17	2	-62	6.6	-57	-50	3
